TCR activator – activators of T cell receptors; Potency, µM (series often up to 9.22 µM), inactives show at the highest dose activation of IL-2 secretion, most hits filed as activators; 330,000 tested, under 10 active; primary human leukocytes, anti-CD3, IL-2 HTRF, 48 h; AID 504894; further: % of control where 0% means no effect
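Primary human leukocytes were stimulated with a-CD3 beads plus compounds for 48 hr without co-stimulation; secreted IL-2 was quantified by HTRF using a-IL-2-K (europium cryptate) and a-IL-2-d2, excited at 320nm with acceptor emission read at 665nm.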
TSHR antag – human thyrotropin receptor antagonism; P16473; TSHR-expressing cells, TSH-stimulated cAMP HTRF, 2 h; active compounds read low; activity change, negative = inhibition, % at 11.5 µM; actives 0.2% (n = 330,000); AID 504810;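 active means activity change below a set negative limit, meaning inhibition stronger than a set level, cut at about -70% in these data; inconclusive means activity change between two set negative limits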; further: on the % scale 0 is the no-effect control and ±100 the full control effect
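Inhibition of cAMP made by TSHR-expressing cells under TSH stimulation (4nM final, EC80; 2 h, 37 deg C) is quantified with a one-step lysis HTRF kit, anti-cAMP cryptate versus cAMP-d2.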
KCNH2 3.1 inh – blocks the human KCNH2 3.1 channel isoform. U2OS KCNH2 3.1, thallium flux FluxOr; active compounds read low. activity change, % (tested at about 1.8 µM). actives 0.95% (n = 340,000). AID 720553;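 active means maximum activity change below -70%; inconclusive means maximum activity change from -70% to -50%; inactive means maximum activity change above -50%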;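 further: thallium influx rate constant from kinetic fluorescence after stimulation buffer; on the % scale 0 is the no-effect control and ±100 the full control effect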
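Channel expression came from 3.1 mutant virus (1.77 x 10^8 /mL) applied to suspended U2OS cells for 4 h. Flux was tracked with FluxOr dye plus Red40 quencher, and kinetic rate constants normalized to controls.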
Mito fusion yeast – inhibitors of mitochondrial division or activators of mitochondrial fusion | actives 0.23% (n = 320,000) | Potency, µM (series often up to 46.1 µM), for the others: at the highest dose growth rescue (activation), actives largely listed as activators | S. cerevisiae fusion-defective mutant growth rescue, CellTiterGlo 48 h | AID 485298;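 further: potency means the concentration at half of the fitted maximal effect; % of control where 0% means no effect; nearly all actives have a fitted effect of over 45% in size; temperature-sensitive fusion mutants such as fzo1-1 at 37 °C on non-fermentable ethanol glycerol medium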
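Temperature-sensitive fusion-defective S. cerevisiae (e.g. fzo1-1, mgm1-5) were grown with compound in YPEG medium (3% ethanol, 3% glycerol) for 48 hours at 37C. Growth rescue was measured as viability by CellTiterGlo luminescence after 10 minutes at ambient.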
USP2a inh – USP2a (human) protease inhibition. O75604. USP2 core, Ub-CHOP2 coupled fluorogenic reporter, 485/531. Potency, µM (doses to about 38.3 µM), inactives show at the top dose activity change, negative = inhibition, actives largely listed as inhibitors. actives 0.01% (n = 330,000). AID 463254;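 further: potency means the concentration at half of the fitted maximal effect; plate controls were DMSO wells for no effect and full inhibition by NEM control for full effect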
Target sequence (O75604 whole entry, looked up): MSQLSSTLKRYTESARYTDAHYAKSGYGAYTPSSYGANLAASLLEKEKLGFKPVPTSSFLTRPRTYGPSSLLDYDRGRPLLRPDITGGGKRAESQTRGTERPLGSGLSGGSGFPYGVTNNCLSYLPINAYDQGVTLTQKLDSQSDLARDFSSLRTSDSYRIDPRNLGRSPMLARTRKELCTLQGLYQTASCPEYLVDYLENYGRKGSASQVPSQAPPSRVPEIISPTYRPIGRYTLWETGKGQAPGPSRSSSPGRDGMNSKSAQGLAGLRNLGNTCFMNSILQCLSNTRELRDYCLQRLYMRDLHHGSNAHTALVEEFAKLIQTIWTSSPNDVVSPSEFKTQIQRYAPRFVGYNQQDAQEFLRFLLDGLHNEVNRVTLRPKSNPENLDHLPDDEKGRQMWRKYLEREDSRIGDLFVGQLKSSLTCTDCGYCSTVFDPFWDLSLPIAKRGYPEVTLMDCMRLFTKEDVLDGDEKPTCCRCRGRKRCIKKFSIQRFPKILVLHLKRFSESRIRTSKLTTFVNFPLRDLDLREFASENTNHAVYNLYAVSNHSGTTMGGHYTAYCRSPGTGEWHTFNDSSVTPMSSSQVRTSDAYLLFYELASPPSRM
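Deubiquitinase activity read as fluorescence (485/531 nm) after Ub-CHOP2 cleavage activates the enterokinase reporter on its substrate; USP2 core 10nM, Ub-CHOP2 and substrate 25nM each, 30min compound preincubation then 60min RT; data normalized to NEM, curves fitted.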
Eya2 inh – blocks the phosphatase activity of human Eya2 | O00167 | actives 0.006% (n = 330,000) | recombinant Eya2, OMFP fluorescence dephosphorylation (OMFP is methylfluorescein phosphate) | Potency, µM (titrated, usually from 76.9 µM), for the others: at the top dose activity, negative = inhibition, actives largely listed as inhibitors; further: potency means the concentration at half of the fitted maximal effect; on the % scale 0 is the no-effect control and ±100 the full control effect
Target sequence (O00167 whole entry, looked up): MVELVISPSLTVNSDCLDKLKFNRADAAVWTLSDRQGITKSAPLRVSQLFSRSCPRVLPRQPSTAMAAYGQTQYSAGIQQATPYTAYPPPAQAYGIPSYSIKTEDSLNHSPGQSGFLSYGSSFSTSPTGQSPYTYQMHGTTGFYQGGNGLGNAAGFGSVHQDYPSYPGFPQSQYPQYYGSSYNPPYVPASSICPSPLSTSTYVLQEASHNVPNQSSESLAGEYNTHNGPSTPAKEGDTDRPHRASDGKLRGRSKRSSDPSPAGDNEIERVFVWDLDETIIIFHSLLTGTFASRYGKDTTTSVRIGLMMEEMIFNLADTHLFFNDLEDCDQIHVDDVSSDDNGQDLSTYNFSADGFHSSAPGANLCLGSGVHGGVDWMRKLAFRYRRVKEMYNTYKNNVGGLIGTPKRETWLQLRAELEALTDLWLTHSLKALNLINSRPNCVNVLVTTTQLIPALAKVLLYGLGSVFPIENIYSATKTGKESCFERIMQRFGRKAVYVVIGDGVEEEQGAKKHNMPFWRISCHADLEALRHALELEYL
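Eya2 protein (added as 0.2 uM solution) was preincubated with compound for 10 min at ambient temperature in 50 mM HEPES pH 7.5, 50 mM NaCl, 5 uM MgCl2, 0.05% BSA, 1 mM DTT. OMFP (added at 50 uM) then reacted 10 min; fluorescence read at 485/525 nm.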
TRPV1 agonist – activates the human vanilloid receptor TRPV1; Q8NER1; AID 540275; actives 0.19% (n = 320,000); TRPV1-expressing cells, Fluo-8 calcium influx, agonist mode; activation, % at 8.33 µM; in the data active means activation above about 80%; inconclusive means between about 30% and that limit; further: 0% is about no effect
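Cells expressing TRPV1 were dye-loaded with Fluo-8 and read kinetically: 10 s baseline, 3 min after compound (agonist portion), then 2 min after EC20 capsaicin (allosteric enhancer portion). Calcium-bound dye fluorescence at 480/520 nm.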
KCNH2 WT inh – inhibitors of human wildtype KCNH2 potassium channel | activity change, % at 1.84 µM | U2OS, BacMam KCNH2, thallium flux FluxOr; active compounds read low | actives 0.37% (n = 340,000) | AID 720551;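 active means maximum activity change below -70%; inconclusive means maximum activity change between -70% and -50%; inactive means maximum activity change above -50%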; further: on the % scale 0 is the no-effect control and ±100 the full control effect
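U2OS cells transduced with wild-type KCNH2 virus are loaded with FluxOr dye for 45 min, and thallium flux is measured in kinetic reads before and after stimulation buffer. Rate constants are normalized to DMSO controls.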
AT treatment – potential ataxia-telangiectasia treatments restoring KAP-1 phosphorylation. […] A-T fibroblasts, KAP-1 phosphorylation AlphaLISA; neocarzinostatin DNA damage 30 min before lysis. Potency, µM (highest dose often 57.5 µM), for inactives: at the top dose activation, hits mostly activators. actives 0.19% (n = 320,000); further: potency means the concentration at half of the fitted maximal effect; % of control where 0% means no effect; nearly all actives have a fitted effect of over 45% in size
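hTERT-immortalized A-T patient fibroblasts ([…]), 500 cells/well in OPTI-MEM, 1% FBS, got compounds for 60 min, then NCS for 30 min at 37C. Lysates were then assayed for phospho-KAP-1 by AlphaLISA (anti-pKAP1 donor, anti-KAP1 acceptor beads), 6 hr at 25C.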
ELG1 repair inh – blocks ELG1-dependent DNA repair in HEK293T cells | HEK293T ELG1-luciferase reporter, luminescence, 16 h; DNA damage induced by 5-fluorouridine | Potency, µM (top dose mostly 46.1 µM), for the others: at the highest dose activity change, negative = inhibition, usual class: inhibitors | actives 2.3% (n = 330,000); further: potency means the concentration at half of the fitted maximal effect; on the % scale 0 is the no-effect control and ±100 the full control effect; nearly all actives have a fitted effect of over 55% in size
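5-Fluorouridine DNA damage + compound/DMSO, 2,000 cells/well, 16 h, 37 °C/5% CO2. ONE-Glo, 30 min RT, luminescence. Readout = decrease in reporter signal.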
The depositor's hits bear a star; ? = inconclusive; . = not tested or not shown; & = joins results of further samples; [ ] = dose if it differs, or a comment. Unless noted, the call rests on the fitted dose curve; in most records, active means well fitted curve in the direction sought with a large enough effect; inconclusive means small, poorly fitted or top-dose-only effect, or another doubt; inactive means no such curve, though single readings can be large; an effect the other way counts as inactive or inconclusive.

SMILES	TCR activator	TSHR antag	KCNH2 3.1 inh	Mito fusion yeast	USP2a inh	Eya2 inh	TRPV1 agonist	KCNH2 WT inh	AT treatment	ELG1 repair inh
Cc1ccc2nc3sc(-c4nnc(-c5ccccc5[N+](=O)[O-])o4)c(N)c3cc2c1	.	-7	.	-2%	1%	8%	3	.	-3%	?
COc1ccccc1-c1cc(=O)c2c(O)ccc([N+](=O)[O-])c2o1	2%	-3	4	-19%	-1%	-2%	2	-34	-19%	3%
COCCCNc1oc(-c2ccccc2F)nc1C#N	4%	-5	0	-4%	-3%	13%	18	1	4%	?
Cc1cc(C=O)c(C)n1-c1ccc(Cl)c(C(=O)O)c1	-5%	-1	6	1%	3%	-5%	-3	5	3%	4%
Cc1[nH]nc(N=CC2=C(O)CC(C)(C)CC2=O)c1-c1ccc(Cl)cc1	6%&-5%	8	-3&-3	0%	0%	9%	-2	8&19	6%	10%
COc1ccc(-n2nc3c(=O)[nH][nH]c3cc2=O)cc1	0%	-10	.	-5%	-1%	?	-1	-4	-1%	?
Cc1nn(-c2ccccc2)c2[nH]c(=O)c(CNc3ccc4c(c3)OCCO4)cc12	-1%	-12	4	-6%	1%	6%	-5	33	-2%	21%
CSc1nsc(/C=C/Nc2ccc(C(=O)O)cc2)c1C#N	-2%	-21	-23	-6%	2%	-8%	0	-2	4%	2%
CCOc1ccc(NC(=S)N(CCOC)C2CCN(C(C)C)CC2)cc1	-2%	1	3	-9%	2%	6%	-1	-7	3%	-17%
COc1cccc(NC(=O)c2cnc[nH]2)c1	-2%	-5	-18	2%	0%	?	-3	6	9%	?
CC1(C)CC2CC(C)(CN2C(=O)COC(=O)c2ccc(Cl)c(N)c2)C1 (stereo not drawn)	-1%	-8	-1	1%	1%	3%	22	28	8%	-4%
Cc1ccccc1C(=O)c1c[nH]c(C(=O)N2CCN(c3ccccc3F)CC2)c1	-7%	-11	0	3%	-6%	-18%	?	-2	-1%	23µM*
Cc1cc(N2CCN(c3ccccc3)CC2)nc(-c2ccccc2O)n1	.	-14	-3	-1%	-5%	1%	3	-5	.	?
O=CN1CCN(C(=O)c2ccccc2F)CC1	-3%	-11	2	3%	0%	-8%	-1	1	-1%	12%
CSc1ccc(/C=N/NC(=O)CN2CCN(Cc3ccc(Cl)cc3)CC2)cc1	12%[46.1 µM]	32	-106*	2%	1%	5%	6	-41	-5%	-8%
CC1CCN(C(=O)c2ccccc2NS(=O)(=O)c2ccccc2)CC1	-4%	3	-2	2%	2%	8%	-4	-1	2%	-1%
CCOC(=O)Nc1ccc(S(=O)(=O)N2CCC(C)CC2)cc1	-2%	-7	12	8%	5%	3%	17	-1	0%	?
O=C(Nc1ccccc1Cl)NC1(C(=O)NCc2cccnc2)CCCCC1	1%	-9	15	-6%	5%	-3%	-6	-3	10%	11%
COCCCNC(=S)N1CCCN(c2nc3c(C)c(C)ccc3cc2C#N)CC1	0%	-13	-3	1%	1%	5%	0	13	4%	2%
N/C(=N\OC(=O)COc1ccc2ccccc2c1)c1cccnc1	-5%[46.1 µM]	-9	-15	12%	0%	-16%	0	-8	10%	20%
O=C(CCSc1nnc(-c2ccncc2)o1)Nc1cccc2ccccc12	5%[46.1 µM]	-4	0	0%	4%	-2%	-3	-4	-11%	-19%
Cc1cccc(NC(=O)CSc2nnc(-c3ccco3)c(-c3ccco3)n2)c1C	0%	-8	8	10%	0%	7%	-2	-7	8%	-7%
O=C(CCCc1ccccc1)Nc1ccnn1C1CCN(Cc2ccccc2F)CC1	0%	-10	-8	0%	-2%	10%	2	7	22%	.
Cc1ccc(CC(=O)Nc2nnc(-c3ccc(F)cc3)o2)c(C)c1	-4%	8	-5	10%	-1%	-7%	3	-7	-2%	-20%
Cn1c(NC(=O)CCC2CCCCC2)cc(=O)n(C)c1=O	-8%	3	-13	30%	-4%	-13%	1	-24	7%	?
CN(c1ccccc1)S(=O)(=O)c1cccc(C(=O)NCC(=O)Nc2ccc(F)c(F)c2F)c1	.	.	9	.	1%	-22%	.	0	-2%	?
CSCC(=O)N1CCC(n2nccc2NC(=O)c2ccc3c(c2)OCO3)CC1	3%	7	-13	-6%	-1%	-4%	-2	-6	4%	?
COc1ccc(CCNC(=O)c2cc3sc(Cl)cc3n2C)cc1OC	-1%	-11	7	10%	-1%	1%	26	3	0%	?
CCC(C)NC(=O)Cn1c(=O)n(CCCCC(=O)NCc2ccco2)c(=O)c2ccccc21 (stereo not drawn)	-67%	9	11	-2%	1%	-15%	-6	11	.	1%
CC(=O)c1ccc(NC(=O)C2CCCNC2=O)cc1 (stereo not drawn)	3%	18	8	-1%	1%	5%	1	9	-7%	?
CC(=O)Nc1ccc(-n2c(C)c(C(C)=O)c(C(C)=O)c2C)cc1	2%	18	0	1%	1%	3%	4	-4	5%	-11%
CCOC(=O)c1[nH]c(C)c(C(=O)Nc2ccc3c(c2)OCCO3)c1C	-6%	18	18	6%	-10%	-15%	4	3	-6%	?
COc1ccc(Cn2cccc(NC(=O)Nc3cccc(OC)c3)c2=O)cc1	3%	-10	9	7%	2%	-23%	19	0	-1%	?
COc1ccc(NC(=O)c2nc(C)c(C3(C)CC(c4cccnc4)=NO3)s2)cc1 (stereo not drawn)	-2%	-13	-14	-1%	-1%	-22%	5	27	-14%	?
Cc1c(-c2ccc(Br)cc2)[n+](=O)c2c(n1[O-])CCCCC2	2%	0	22	-3%	-1%	-1%	-5	2	-5%	-14%
COc1cc(OC)cc(-c2c(-c3cccs3)c3cc(-c4ccc(OC)c(OC)c4)ccc3n2C)c1	-1%	-17	-6	1%	-1%	1%	3	4	-1%	-11%
COc1ccc(N2C(=O)c3ccccc3NC2c2ccc(OC)c(COc3ccccn3)c2)cc1 (stereo not drawn)	-2%[46.1 µM]	7	5	-2%	1%	12%	-1	36	0%	?
COc1ccc(C(=O)OCCN=C2NS(=O)(=O)c3ccccc32)cc1OC	.	3	-8	-2%	2%	13%	-2	-17	4%	-1%
COc1ccc(/C(C)=N/NC(=S)NCCc2ccccc2)cc1	-4%	10	3	3%	-15%	5%	-7	-6	-1%	?
Cc1ccc(S(=O)(=O)NC(=O)c2ccc(-c3ccc(C)c4ccccc34)o2)cc1	-1%	-12	2	-7%	-1%	12%	-6	4	21%	8%

3 of the entries above in order of their number in TCR activator, lowest first.
smiles | TCR activator
CC1CCN(C(=O)c2ccccc2NS(=O)(=O)c2ccccc2)CC1 | -4%
CSc1nsc(/C=C/Nc2ccc(C(=O)O)cc2)c1C#N | -2%
COCCCNC(=S)N1CCCN(c2nc3c(C)c(C)ccc3cc2C#N)CC1 | 0%

(continued)
SMILES	TCR activator	TSHR antag	KCNH2 3.1 inh	Mito fusion yeast	USP2a inh	Eya2 inh	TRPV1 agonist	KCNH2 WT inh	AT treatment	ELG1 repair inh
Cc1ccc2nsnc2c1S(=O)(=O)N1CCOCC1	-1%	8	-2	19%	1%	-11%	2	-25	-8%	12%
Cc1ccc(-c2csc3nc(SCC(=O)N(C)C)n(Cc4ccccc4)c(=O)c23)cc1	7%[46.1 µM]	-14	-74*	?	-5%	-11%	?	1	-6%	21µM*
CCOc1cccc(CNCCSc2nnnn2C)c1	.	19	5	2%	0%	0%	0	-6	26%[11.5 µM]	5%
O=C(NCC1CCCO1)c1nnc(Cc2ccc(F)cc2)o1 (stereo not drawn)	1%	1	3	-1%	0%	3%	13	-1	9%	20%
O=C(Nc1c(Cl)cc(Cl)cc1C(=O)NCc1cccnc1)c1ccc(Cl)cc1Cl	-3%	2	-5	0%	-1%	10%	0	1	8%	?
CC1CCCCN1C(=O)N[C@@H](Cc1ccccc1)C(=O)O (stereo partly drawn)	.	5	-13	2%	5%	-5%	4	-18	-2%	11%
CCOc1ccc(Oc2ccc(NC(=O)[C@@H](NC(N)=O)[C@@H](C)CC)cc2)cc1	-2%	4	15	-9%	6%	15%	1	-8	-5%	?
COc1ccc(N(Cc2cc3ccc(C)cc3[nH]c2=O)S(=O)(=O)c2ccccc2)cc1	-4%	9	-22	4%	4%	0%	1	13	-1%	-23%
CCOC(=O)CNC(=O)N1CCCC(C(=O)c2ccccc2SC)C1 (stereo not drawn)	-2%	-4	-8	-7%	9%	10%	-1	14	7%	-20%
COc1cccc(-c2nc(C(N)=O)c3[nH]c(=O)n(-c4cccc(Cl)c4)c3n2)c1OC	-186%	5	-8	-6%	2%	-11%	1	-3	-5%	?
CC(C)Oc1ccc(CC(=O)NNC(=S)Nc2ccccc2)cc1	2%	2	-1	-9%	-1%	-8%	-1	-4	-4%	?
Cc1ccc(NC(=O)C(C)SCc2ccccc2)cc1 (stereo not drawn)	2%	22	-4	-2%	1%	5%	?	0	-2%	?
COc1cc(/C=N\Nc2nc(-c3cccs3)c(NC(C)=O)s2)ccc1O	2%	-1	8	-1%	0%	4%	-4	3	5%	-16%

This is a subset (hit frequency here may not be typical).
